TNAP inhibition – human TNAP enzyme inhibitors, biochemical, luminescent (AID 518). Alkaline phosphatase, tissue-nonspecific isozyme (Homo sapiens). purified TNAP enzyme, luminescent substrate readout; higher % means a stronger effect. inhibition, % at 20 µM, or IC50 in µM where a hit was titrated. 64,000 compounds, 0.09% hits; in the data active means a potency from the dose series; inactive means the rest, 99 in 100 with inhibition below about 22%;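 further: plate controls were vehicle for no effect and reference inhibitor for full effect; many of its hits are not listed in these tables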
HT1080 viability – cytotoxicity in HT1080 fibrosarcoma cells, cell-based, fluorescence readout (AID 620) | HT1080 viability, fluorescence; higher % means a stronger effect | 87,000 compounds, 0.42% hits | cytotoxicity, % at 10 µM; hits with a dose series show EC50 in µM;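 further: cells exposed to compound overnight then 4 h with Alamar Blue; 0% = vehicle DMSO and 100% = killing control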
Spn PMK inh – S. pneumoniae PMK inhibitors, primary screen, biochemical, mevalonate pathway, pilot trial included. purified PMK, PK/LDH-coupled NADH absorbance 340 nm. inhibition, % at 10 µM. 65,000 compounds, 0.49% hits. phosphomevalonate kinase (Streptococcus pneumoniae D39);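 active means top-ranked compounds by inhibition in the single 10 µM screen, taking a fixed number of the strongest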;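 further: 0% = full reaction with DMSO carrier and 100% = background rate without enzyme reaction; no value below 0 was filed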
HPDE-C7 cytotoxicity – cytotoxicity in HPDE-C7 cells, cell-based, fluorescence, HTS (AID 430). HPDE-C7 pancreatic duct cells viability, fluorescence; higher % means a stronger effect. one-dose cytotoxicity, % at 10 µM; EC50 in µM for titrated hits. 63,000 compounds, 1.8% hits;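 further: cells exposed to compound for 48 hours before viability readout; 0% = vehicle and 100% = reference cytotoxic drug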
Spn MK inh – S. pneumoniae MK inhibitors, primary screen, biochemical, PK/LDH-coupled NADH absorbance | purified MK, PK/LDH-coupled NADH absorbance 340 nm | mevalonate kinase [Streptococcus pneumoniae D39] | inhibition, % at 10 µM | 65,000 compounds, 0.48% hits;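 active means ranked among the strongest by inhibition in the single 10 µM screen, a fixed top-ranked set picked for dose follow-up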; further: no value below 0 was filed
Bfl-1 inhibitors – Bfl-1 inhibitors, primary screen, biochemical, fluorescence polarization, FITC-Bid, mouse (AID 432) | Bcl-2-related protein A1 (Mus musculus) | FITC-Bid BH3 peptide fluorescence polarization displacement; higher % means a stronger effect | one-dose displacement, % at 20 µM; IC50 in µM for titrated hits | 64,000 compounds, 0.02% hits; in the data active means a potency from the dose series; inactive means the rest, 99 in 100 with displacement below about 15%; further: strong numbers were not always called active
KRASV12 cytotoxicity – cytotoxicity in KRAS-transformed pancreatic duct cells, primary screen, cell-based, fluorescence, HTS (AID 431). HPDE-C7K KRASV12 cells, Alamar Blue viability, 48 h; higher % means a stronger effect. cytotoxicity, % at 10 µM, or EC50 in µM where a hit was titrated. 63,000 compounds, 1.7% hits;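 active means compounds whose percent cytotoxicity in the single-dose primary screen, scaled between solvent and toxic-drug controls, exceeds 50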;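 further: 0% = DMSO solvent wells and 100% = doxorubicin-treated wells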
Spn DPM-DC inh – S. pneumoniae DPM-DC inhibitors, primary screen, biochemical, PK/LDH-coupled NADH fluorescence; purified DPM-DC; calls only at 10 µM; 65,000 compounds, 0.49% hits;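 active means the 320 compounds with the highest percent inhibition in the single-dose primary screen, excluding strongly autofluorescent ones, cut at about 32% in these data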;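 further: kinetic rate of NADH fluorescence loss reporting ADP formed by the decarboxylase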
LYP phosphatase – LYP phosphatase inhibitors, primary screen, biochemical, DiFMUP fluorescence, recombinant catalytic domain, 10 µM (AID 606) | 52,000 tested, under 10 active | recombinant LYP catalytic domain, DiFMUP fluorescence; higher % means a stronger effect | inhibition, % at 10 µM; hits with a dose series show IC50 in µM;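 active means IC50 under 40 µM in the dose-response test; inactive means IC50 of 40 µM or more, or never dose-tested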
Spn PMK inh pilot replicates – second read-out of Spn PMK inh, no call of its own (marks repeat the call); inhibition, %; measured here: pilot screen replicates
Spn MK inh pilot replicates – also measured in Spn MK inh; calls as there; inhibition, %; measured here: pilot screen replicates
Spn DPM-DC inh pilot screen % – also measured in Spn DPM-DC inh; calls as there; inhibition, %; measured here: pilot screen trials
An asterisk follows results filed as active; i = inactive; . = not tested or not shown. Unless noted, no stated cut-off is given here; in the data, active means cytotoxicity above about 50%; inactive means the rest.

SMILES	TNAP inhibition	HT1080 viability	Spn PMK inh	HPDE-C7 cytotoxicity	Spn MK inh	Bfl-1 inhibitors	KRASV12 cytotoxicity	Spn DPM-DC inh	LYP phosphatase	others
COc1ccc(Nc2cc(C)nc3nc(C)nn23)c(OC)c1	-3.8%	-6.2%	2.0	11.2%	1.0	-0.1%	8.9%	i	-7.5%
CC(=O)c1c(C)[nH]c(C(=O)NCCc2ccccc2)c1C	3.9%	10.9%	2.0	3.1%	0.0	5.1%	-7.2%	i	-10.6%
CC1CCN(C(=O)CN(CCc2ccccc2)S(C)(=O)=O)CC1	9.5%	-3.3%	4.0	4.1%	8.0	-5.0%	6.2%	i	.
O=S(=O)(C/C(=C/CO)S(=O)(=O)c1ccccc1)c1ccccc1	8.7%	51.2%*	6.0	1.92µM*	12.0	10.1%	2.5µM*	i	.
Nc1nc(CN2CCN(c3ccc(F)cc3)CC2)nc(N2CCCc3ccccc32)n1	7.3%	10.5%	6.0	25.8%	0.0	0.8%	28.1%	i	.
COC(=O)c1cc(C(=O)OC)cc(N2C(=O)CC(Sc3nc(C)cc(C)n3)C2=O)c1 (stereo not drawn)	7.6%	2.0%	8.0	-3.7%	7.0	-3.1%	-7.6%	i	7.2%
Cc1c(Cl)cccc1NC(=O)CCCCCN1C(=O)CCC1=O	7.8%	6.8%	7.0	7.2%	7.0	-6.6%	1.9%	i	12.1%
Cc1ccccc1C(=O)NC1CCN(CC(=O)Nc2nccs2)CC1	-0.6%	-3.0%	15.0	-6.4%	0.0	6.8%	-11.7%	i	.	Spn PMK inh pilot replicates=2.5;Spn MK inh pilot replicates=2.0;Spn DPM-DC inh pilot screen %=0.0
COc1ccc(OC)c(C(=O)CSc2nc3c(c(=O)n(C)c(=O)n3C)n2C(C)C)c1	4.4%	-9.1%	5.0	7.8%	12.0	3.3%	5.9%	i	9.6%
COc1ccc(-c2cc(C(F)F)n3ncc(C(=O)N4CCN(C(=O)c5ccco5)CC4)c3n2)cc1	4.1%	6.5%	17.0	2.7%	11.0	1.4%	5.6%	.	-3.8%
CC(=O)c1ccc(OCCCC(=O)NCC(c2ccco2)N(C)C)cc1 (stereo not drawn)	8.1%	3.7%	6.0	-13.5%	13.0	-2.1%	-6.2%	i	.
CCC(C)Sc1nc2c(c(=O)[nH]c(=O)n2C)n1Cc1ccc(Cl)cc1 (stereo not drawn)	-0.2%	1.7%	0.0	10.4%	9.0	-7.9%	7.1%	i	3.7%
C/C(O)=C(/N=O)C(=O)Nc1ccccc1	5.1%	2.6%	13.0	-12.1%	5.0	-7.2%	-23.4%	i	9.6%
O=S(=O)(Nc1ccccc1N1CCOCC1)c1ccc(Cl)s1	11.8%	3.1%	12.0	5.7%	3.0	-11.3%	-1.6%	i	3.5%
O=C(CN1CCOCC1)OCCCc1ccccc1	3.0%	13.2%	11.0	5.3%	13.0	2.3%	2.0%	i	14.4%
CCC(CO)N=CC1=C(O)C(C(=O)c2ccccc2)CCC1=O (stereo not drawn)	8.8%	-4.3%	8.0	-6.3%	2.0	0.6%	-2.0%	i	15.2%
Cc1ccc(N2C(=O)[C@@H]3[C@H](C2=O)C2c4ccccc4C=CN2[C@@H]3C(=O)c2ccco2)cc1 (stereo partly drawn)	2.5%	-5.3%	12.0	13.6%	3.0	20.9%	11.4%	i	.
COC(=O)c1ccccc1NC(=O)c1c(O)c2cccc3c2n(c1=O)CCC3	5.9%	18.3%	17.0	15.7%	3.0	2.4%	20.5%	i	-1.4%
COc1ccccc1CC(=O)N1CCCC1	12.2%	1.7%	0.0	-3.1%	0.0	-4.3%	0.2%	i	13.5%
O=C(CN1CCN(Cc2ccccc2)CC1)NC(=O)NCc1ccco1	3.0%	4.8%	3.0	1.4%	0.0	5.6%	-1.7%	i	.
COCCNc1cc(C)nc2c3c(C)cc(C)nc3nn12	6.3%	5.6%	8.0	4.9%	10.0	-2.0%	11.4%	.	-8.8%
Cc1ccc2c(c1)N(CCC(=O)NCc1ccco1)C(=O)CO2	3.6%	27.0%	8.0	3.9%	9.0	-7.4%	5.8%	i	5.2%
CC(=O)c1c(C)cc(C)c(CSc2nnc(-c3ccco3)o2)c1C	11.0%	1.6%	5.0	3.2%	6.0	-4.0%	13.9%	i	0.9%
Cc1cc(C)n(Cc2ccc(C(=O)NCc3ccco3)o2)n1	5.3%	.	18.0	3.5%	0.0	-2.1%	1.1%	i	.
O=C(c1ccc(=O)oc1)N1CCN(c2ccc(F)cc2)CC1	11.9%	1.0%	0.0	-9.0%	7.0	-6.1%	-6.5%	i	4.7%
O=S(=O)(c1ccc(F)cc1)c1nc(-c2ccc(F)cc2)oc1NCCN1CCOCC1	11.3%	-5.0%	10.0	6.3%	6.0	-3.2%	-1.2%	i	11.1%
Cc1ccc(S(=O)(=O)N(C)CC(=O)N2CCN(C(=O)c3ccco3)CC2)cc1	0.5%	6.0%	14.0	-2.4%	1.0	-2.5%	-5.8%	i	-5.8%
COCCn1c(=O)[nH]c2cc(C(=O)NCCN3CCN(c4ccccc4)CC3)ccc2c1=O	7.9%	-2.3%	1.0	-5.5%	4.0	1.0%	7.2%	i	.
Cc1nc(N2CCOCC2)c2cc(-c3ccccc3)sc2n1	10.0%	-5.2%	12.0	-8.9%	0.0	-4.1%	-5.4%	i	6.1%
CC1CCc2nn(CC(=O)N3CCCCCC3)cc2C1 (stereo not drawn)	7.3%	-2.7%	5.0	-6.2%	5.0	3.6%	2.2%	i	7.1%
c1ccc(Cn2nnc3c(NCC4CCCO4)ncnc32)cc1 (stereo not drawn)	0.6%	8.0%	9.0	-5.3%	7.0	4.9%	-3.0%	i	.
CCc1ccccc1N(CC(=O)N1CCN(c2ccccc2)CC1)S(C)(=O)=O	6.3%	5.7%	0.0	-3.0%	0.0	-1.0%	-1.3%	i	.
O=CNCC(=O)NCCc1ccc(Cl)cc1	2.0%	-5.6%	24.0	-5.2%	4.0	0.3%	-12.7%	i	24.8%
COc1cccc(-c2cc(C(=O)NCCN3CCOCC3)no2)c1	6.4%	12.1%	15.0	2.8%	6.0	4.7%	9.7%	i	-5.3%
COc1ccc(Br)cc1C(=O)Nc1nnn(C)n1	8.2%	1.2%	4.0	-4.8%	4.0	2.2%	-8.1%	i	3.7%	Spn PMK inh pilot replicates=0.0;Spn MK inh pilot replicates=2.5;Spn DPM-DC inh pilot screen %=0.0
CCOC(=O)CSc1nc2sc(C(=O)O)c(C)c2c(=O)[nH]1	0.6%	-5.5%	0.0	2.2%	0.0	-5.0%	4.2%	i	-3.8%
CC1Cc2ccccc2N1C(=O)C1CCN(S(=O)(=O)Cc2ccccc2)CC1 (stereo not drawn)	2.9%	4.9%	5.0	-3.1%	0.0	-4.1%	2.1%	i	-3.3%
CC1CCN(S(=O)(=O)c2ccc(NC(=O)CN3CCN(c4ccccc4)CC3)cc2)CC1	-1.0%	-3.7%	11.0	5.1%	4.0	8.3%	-4.7%	i	8.8%
CCOC(=O)N=S(N)(=O)c1ccccc1 (stereo not drawn)	11.7%	10.1%	2.0	-19.7%	10.0	-8.2%	0.5%	i	-0.2%
c1csc(-c2nn3c(C4COc5ccccc5O4)nnc3s2)c1 (stereo not drawn)	8.0%	0.5%	9.0	1.8%	8.0	-3.6%	-1.6%	i	-0.9%

Random excerpt: four entries already listed, in no set order.
SMILES	TNAP inhibition	HT1080 viability	Spn PMK inh	HPDE-C7 cytotoxicity	Spn MK inh	Bfl-1 inhibitors	KRASV12 cytotoxicity	Spn DPM-DC inh	LYP phosphatase	others
O=CNCC(=O)NCCc1ccc(Cl)cc1	2.0%	-5.6%	24.0	-5.2%	4.0	0.3%	-12.7%	i	24.8%
Cc1ccc(S(=O)(=O)N(C)CC(=O)N2CCN(C(=O)c3ccco3)CC2)cc1	0.5%	6.0%	14.0	-2.4%	1.0	-2.5%	-5.8%	i	-5.8%
O=S(=O)(C/C(=C/CO)S(=O)(=O)c1ccccc1)c1ccccc1	8.7%	51.2%*	6.0	1.92µM*	12.0	10.1%	2.5µM*	i	.
Cc1nc(N2CCOCC2)c2cc(-c3ccccc3)sc2n1	10.0%	-5.2%	12.0	-8.9%	0.0	-4.1%	-5.4%	i	6.1%

Further entries.
SMILES	TNAP inhibition	HT1080 viability	Spn PMK inh	HPDE-C7 cytotoxicity	Spn MK inh	Bfl-1 inhibitors	KRASV12 cytotoxicity	Spn DPM-DC inh	LYP phosphatase	others
CCCC(=O)Nc1ccc2c(c1)nc(CN1CCCCC1)n2C	9.7%	1.5%	0.0	-13.4%	6.0	-3.8%	0.9%	i	.
CCSc1nnc(NC(=O)C2CCCCC2C(=O)OCC(F)(F)C(F)F)s1 (stereo not drawn)	-7.0%	7.6%	11.0	11.0%	0.0	-11.7%	-9.8%	i	-4.2%
CCc1ccc2[nH]c(=O)c(CN(Cc3ccc4c(c3)OCO4)Cc3nnnn3C3CCCC3)cc2c1	8.1%	-9.0%	4.0	40.9%	6.0	1.6%	54.8%*	i	-5.3%
O=C(O)CCN1/C(=C/C=Nc2ccccc2)Oc2ccccc21	5.2%	-4.3%	11.0	-27.7%	9.0	-9.3%	-18.7%	i	.
O=C1N(CCCCN2C(=O)C3(OCCO3)c3ccccc32)c2ccccc2C12OCCO2	20.0%	5.9%	15.0	-13.9%	0.0	-1.5%	6.9%	i	10.9%	Spn PMK inh pilot replicates=1.0;Spn MK inh pilot replicates=0.0;Spn DPM-DC inh pilot screen %=1.5
CC(C)NS(=O)(=O)c1ccc(OCC(=O)NCc2ccc3c(c2)OCO3)c(Cl)c1	1.6%	1.9%	0.0	16.8%	4.0	-1.9%	5.0%	i	7.9%
COc1ccc(S(=O)(=O)N2CCC(O)(c3ccc4c(c3)OCO4)CC2)cc1	8.1%	22.8%	0.0	1.6%	0.0	0.6%	4.3%	i	.
CSCCC(NS(=O)(=O)c1cccs1)C(=O)NCc1cccs1 (stereo not drawn)	2.1%	.	15.0	-16.1%	0.0	0.7%	-6.2%	i	-3.4%

3 entries from above, ordered by molecular weight, highest first.
SMILES	TNAP inhibition	HT1080 viability	Spn PMK inh	HPDE-C7 cytotoxicity	Spn MK inh	Bfl-1 inhibitors	KRASV12 cytotoxicity	Spn DPM-DC inh	LYP phosphatase	others
CC1CCN(S(=O)(=O)c2ccc(NC(=O)CN3CCN(c4ccccc4)CC3)cc2)CC1	-1.0%	-3.7%	11.0	5.1%	4.0	8.3%	-4.7%	i	8.8%
CC(C)NS(=O)(=O)c1ccc(OCC(=O)NCc2ccc3c(c2)OCO3)c(Cl)c1	1.6%	1.9%	0.0	16.8%	4.0	-1.9%	5.0%	i	7.9%
O=S(=O)(C/C(=C/CO)S(=O)(=O)c1ccccc1)c1ccccc1	8.7%	51.2%*	6.0	1.92µM*	12.0	10.1%	2.5µM*	i	.

Assay outcomes from PubChem.
